GLD-1 TGE inh: GLD-1-TGE RNA interaction inhibition (C. elegans) | Q17339 | AID 2280 | inhibition, % at 5.96 µM | purified GLD-1 + fluorescein TGE RNA, fluorescence polarization | actives 0.44% (n = 320,000);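 active = percent inhibition above a per-plate cutoff, the plate mean of test compounds plus 3 SD, cut at about 30% in these data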;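 note: 0% = DMSO wells with GLD-1 and probe and 100% = wells lacking GLD-1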
MEX-5 binding: C. elegans MEX-5 TCR-2 RNA binding activity; MEX-5/FITC-TCR2 RNA binding, fluorescence polarization; active compounds read low; activity score (negative = inhibition of binding), % at 10 µM; actives 0.38% (n = 300,000); AID 1832;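 active = inhibition past about -25% in most replicates, and total fluorescence under double the plate's negative control median, limit read from the data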;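 note: 0% = DMSO and -100% = 5 µM competing unlabeled TCR2 RNA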
Target sequence (Q9XUB2 whole entry, looked up): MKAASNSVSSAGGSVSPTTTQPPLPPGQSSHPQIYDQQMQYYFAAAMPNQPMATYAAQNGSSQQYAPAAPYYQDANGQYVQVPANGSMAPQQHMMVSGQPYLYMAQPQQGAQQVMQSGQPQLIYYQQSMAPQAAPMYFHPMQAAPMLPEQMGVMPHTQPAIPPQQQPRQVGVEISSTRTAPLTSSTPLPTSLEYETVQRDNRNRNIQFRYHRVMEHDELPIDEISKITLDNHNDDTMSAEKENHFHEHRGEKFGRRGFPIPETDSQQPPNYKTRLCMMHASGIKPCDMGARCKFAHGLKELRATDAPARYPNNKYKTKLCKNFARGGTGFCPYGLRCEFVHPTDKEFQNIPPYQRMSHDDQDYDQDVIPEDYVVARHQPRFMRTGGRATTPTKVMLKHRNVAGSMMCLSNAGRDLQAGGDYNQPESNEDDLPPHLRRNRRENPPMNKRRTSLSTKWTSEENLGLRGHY
BCLXL inh: Bcl-xL (human) inhibition | Q07817 | GST-Bcl-xL / FITC-Bim BH3 peptide fluorescence polarization | inhibition, % at 10.9 µM | actives 0.7% (n = 320,000) | AID 2129;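 active = inhibition above the mean of all tested compounds plus 3 SD, cutoff set per campaign, cut at about 30% in these data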;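 note: 0% = DMSO wells and 100% = unlabeled Bim-BH3 peptide competitor; inhibitors lower millipolarization by displacing the labeled peptide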
Target sequence (Q07817 whole entry, looked up): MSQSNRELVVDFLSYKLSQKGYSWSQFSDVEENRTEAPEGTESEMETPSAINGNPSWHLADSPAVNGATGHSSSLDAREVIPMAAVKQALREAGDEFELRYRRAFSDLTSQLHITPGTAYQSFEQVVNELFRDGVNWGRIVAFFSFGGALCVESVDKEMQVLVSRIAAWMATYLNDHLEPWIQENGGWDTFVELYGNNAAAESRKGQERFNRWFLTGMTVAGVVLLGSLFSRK
PAFAH1B2 inh: blocks human PAF acetylhydrolase 1b catalytic subunit 2. actives 1.2% (n = 340,000). AID 492953. recombinant PAFAH1B2, FP-rhodamine activity probe, fluorescence polarization. inhibition, % at 3.39 µM. P68402;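 active = inhibition above the mean of all tested compounds plus 3 SD, cut at about 24% in these data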;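 note: 0% = enzyme with DMSO and 100% = wells lacking PAFAH1B2; many of its hits are not listed in these tables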
PME-1 inh: PME-1 (human) inhibition. Q9Y570. recombinant PME-1, FP-Rh probe fluorescence polarization. inhibition, % at 5.9 µM. actives 0.53% (n = 320,000). AID 2130;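 active = inhibition above the campaign mean of all compounds plus 3 SD, cut at about 26% in these data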;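 note: competitive labeling of PME-1 active site by serine hydrolase directed probe; 0% = PME-1 with DMSO and 100% = wells lacking PME-1 enzyme; inhibitors block probe labeling so polarization falls and inhibition rises; many of its hits are not listed in these tables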
AHR activator: human AHR activation; P35869; AHR-responsive luciferase reporter cells, luminescence; activation, % at 5 µM; actives 2.5% (n = 320,000); AID 2796; in the data active = activation above about 47%;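 note: 0% = vehicle wells and 100% = reference agonist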
Fam108B counter: counter-screen for RBBP9 inhibitors: inhibitors of mouse Fam108B; inhibition, % at 9.51 µM; actives 0.33% (n = 300,000); recombinant Fam108B, FP-Rh probe fluorescence polarization;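 active = inhibition above the screen mean inhibition plus 3 SD, computed separately per campaign, cut at about 18% in these data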;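 note: inhibitors lower polarization as less probe binds the enzyme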
pPAFAH inh: inhibitors of human plasma PAF acetylhydrolase (pPAFAH); inhibition, % at 3.39 µM; actives 1.5% (n = 330,000); AID 463082; Q13093; recombinant pPAFAH, FP-rhodamine probe fluorescence polarization;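 active = inhibition above the mean inhibition across the screen plus 3 SD, cut at about 25% in these data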;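 note: inhibitors block binding of the rhodamine activity-based probe so polarization drops; 0% = enzyme with DMSO and 100% = wells lacking pPAFAH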
MCL1 BIM primary: disrupts human MCL1 binding to BIM-BH3 peptide; actives 0.68% (n = 320,000); GST-MCL1 / FITC-Bim-BH3 fluorescence polarization; Q07820; AID 2057; inhibition, % at 10.9 µM;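 active = inhibition above the mean inhibition of all tested compounds plus 3 SD, set per campaign, cut at about 40% in these data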;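 note: 0% = DMSO wells and 100% = unlabeled Bim-BH3 peptide control; higher means more loss of mP so more displacement of Bim peptide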
Target sequence (Q07820 whole entry, looked up): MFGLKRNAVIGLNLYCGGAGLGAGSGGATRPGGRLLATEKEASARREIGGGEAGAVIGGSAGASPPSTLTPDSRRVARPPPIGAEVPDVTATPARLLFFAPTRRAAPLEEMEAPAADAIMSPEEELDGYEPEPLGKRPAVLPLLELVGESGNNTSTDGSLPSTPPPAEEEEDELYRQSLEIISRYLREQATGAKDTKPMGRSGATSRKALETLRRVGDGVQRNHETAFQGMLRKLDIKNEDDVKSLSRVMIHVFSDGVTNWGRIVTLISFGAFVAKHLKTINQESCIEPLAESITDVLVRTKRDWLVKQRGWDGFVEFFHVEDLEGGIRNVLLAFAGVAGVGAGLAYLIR
The depositor's hits bear a star; · = no result given.

SMILES | GLD-1 TGE inh | MEX-5 binding | BCLXL inh | PAFAH1B2 inh | PME-1 inh | AHR activator | Fam108B counter | pPAFAH inh | MCL1 BIM primary
Cc1ccccc1NC(=O)CSCCO | -6 | -1.0 | 4 | -1 | -1 | -2 | 0 | 0 | 4
O=C(Nc1nc(-c2ccc(F)c(F)c2)cs1)c1cc([N+](=O)[O-])ccc1N1CCOCC1 | 6 | 1.4 | 3 | 1 | 8 | 10 | 3 | 3 | 4
CCOc1ccc(NC(=O)CN(C)C(=O)CC2CCCCC2)cc1OCC | 6 | · | 8 | -1 | -3 | 1 | · | -1 | 6
COC(=O)c1c(N)nc(C)n1-c1ccc(OC)cc1 | 1 | 1.5 | 6 | 1 | -9 | -1 | -2 | 3 | 3
CC(C(=O)Nc1nccs1)N1C(=O)c2ccccc2S1(=O)=O (stereo not given) | 5 | 0.4 | 5 | 2 | 4 | 0 | 0 | 1 | 8
O=C(c1nc2ccccn2c1CN1CCCC(OCc2ccccc2)C1)N1CCCC1 (stereo not given) | 8 | 0.4 | 5 | 2 | -1 | -1 | 2 | 1 | 2
COc1cc(NC(=O)Cn2ccsc2=N)cc(OC)c1 | -7 | 3.6 | -4 | 0 | 2 | 3 | -1 | 2 | -16
COc1ccc(CNC(=O)CN(Cc2ccccc2)C(=O)CCC(=O)Nc2ccccn2)cc1 | 0 | 1.3 | 5 | 7 | -2 | -3 | -2 | 5 | 6
Cc1ccc(Sc2ccc(C(=O)NC(C)C)cc2[N+](=O)[O-])cc1 | 10 | -1.7 | 3 | -3 | 1 | -2 | 2 | 10 | 0
OC(CNCc1cccs1)c1ccccc1 (stereo not given) | 3 | -0.3 | 1 | 5 | -5 | 0 | -1 | 3 | 7
C=CCNc1nc2c(c(=O)[nH]c(=O)n2C)n1CCCCC | -6 | 1.0 | 2 | 2 | 3 | 0 | -3 | -4 | -8
C[C@H](CO)N1C[C@H](C)[C@@H](CN(C)C(=O)Nc2ccc3c(c2)OCO3)Oc2ccc(NC(=O)C3CCCCC3)cc2C1=O | 2 | · | · | 2 | · | 0 | · | 6 | ·
COc1ccc(CCN2CC(C(=O)NCCc3ccc(C(F)(F)F)cc3)CCC2=O)cc1 (stereo not given) | -3 | 0.6 | 0 | 10 | 0 | -1 | 1 | 5 | 4
O=C1COc2ccc(C(=O)COC(=O)c3ccco3)cc2N1 | 3 | -1.7 | 1 | 4 | -7 | -1 | 3 | 2 | -2
CCOC(=O)N1CCN(c2c(N3CCN(c4ccc(OC)cc4)CC3)c(=O)c2=O)CC1 | 6 | 0.9 | 2 | 7 | 4 | 0 | 1 | 2 | 1
CCOc1ccc(C(=O)CSCCC(=O)O)cc1 | 4 | -0.2 | 6 | -6 | 7 | -5 | 3 | -2 | 12
Cc1nn(CC(=O)NCCc2ccc(Cl)cc2)c(=O)c2cccn12 | -1 | 1.0 | -2 | 8 | 3 | 8 | -4 | -1 | -2
O=C(/C=C/c1cnc2ccccc2n1)NC1CCCCCC1 | 9 | 1.4 | 10 | 6 | 3 | 12 | 7 | 5 | -2
CCn1c(SCCC(C)C)nnc1-c1c[nH]c2ccccc12 | 7 | -0.7 | 2 | 3 | 5 | -3 | 3 | 4 | -3
COc1ccc(OCCCC(=O)ON=C(N)c2ccccc2Cl)cc1 | 6 | · | -2 | 18 | 2 | -2 | · | 5 | -11
Cc1cccc(NC(=S)NCCc2c[nH]c3ccccc23)c1 | 8 | -0.8 | 4 | 8 | 13 | 1 | 3 | 4 | 10
O=C(Cc1ccc(Cl)cc1)c1c[nH]c(C(=O)NCCCn2ccnc2)c1 | -3 | 1.7 | 4 | 22 | -7 | 44 | -7 | -3 | 6
Cc1cccc(C2c3[nH]c4ccccc4c3CCN2C(=O)CN2CCOC2=O)n1 (stereo not given) | 16 | 0.7 | 0 | 3 | -11 | 11 | -15 | 3 | -4
CCn1nc(C(=O)NNC(=O)C(Cc2ccccc2)NC(N)=O)c2ccccc2c1=O (stereo not given) | 4 | · | · | -1 | · | 3 | · | -4 | ·
Cc1cc(C)n(-c2nc3ccccc3nc2N2CCC(C)CC2)n1 | 6 | -2.4 | 1 | -5 | -5 | 5 | -5 | 2 | 2
CCOC(=O)Cc1csc(/N=C/c2c(O)n(-c3ccccc3C(F)(F)F)c(=O)c3ccccc23)n1 | 0 | -0.8 | 0 | 1 | 1 | 0 | -3 | 2 | -5
FC(F)(F)c1cccc(OCC2CNC(=S)O2)c1 (stereo not given) | 1 | 2.5 | 2 | 5 | 0 | 0 | -2 | 2 | 1
N#CCCCCn1c(-c2cncs2)nc2ccccc21 | -4 | -1.5 | 6 | -4 | -1 | 1 | 3 | 0 | 2
C=CCN1C(=O)C2C(C(=O)NCc3ccccc3)C3(C)C=CC2(O3)C1C(=O)NC(C)(C)C (stereo not given) | -1 | · | 5 | -3 | 2 | 1 | 0 | 4 | 8
Cc1cc(C)cc(-n2nnnc2-c2cn(C)nc2C(F)(F)F)c1 | 1 | -0.7 | 4 | 1 | -2 | -1 | 0 | 1 | 6
CCC1CCCCN1CCCNC(=O)c1ccc(CS(=O)(=O)c2ccccc2OC)o1 (stereo not given) | 6 | 2.2 | 0 | 6 | -9 | 2 | -2 | 6 | -3
C/C(=N\OCC(=O)Nn1c(=O)[nH]c2ccccc2c1=O)c1ccccc1 | 3 | 1.1 | 1 | 1 | -1 | -1 | 0 | 3 | 3
Cc1noc(C)c1CSCC(=O)N(C)CC(=O)Nc1ccccc1Br | 4 | -2.8 | -1 | 1 | 2 | -1 | -3 | -2 | 2
COc1ccc(C(=O)Nn2cnnc2)cc1 | 5 | -0.2 | 7 | 4 | 1 | 0 | 1 | -2 | 2
Cc1ccccc1NC(=O)NCc1ccccn1 | 0 | 1.3 | -4 | -6 | 1 | -2 | -6 | 6 | -7
O=C(CSc1nc2scc(-c3ccco3)c2c(=O)n1-c1ccccc1)N1CCOCC1 | -3 | -3.2 | 1 | 0 | -3 | -4 | 0 | 12 | -1

Some of the entries so far, as comma-separated lines.
molecule,GLD-1 TGE inh,MEX-5 binding,BCLXL inh,PAFAH1B2 inh,PME-1 inh,AHR activator,Fam108B counter,pPAFAH inh,MCL1 BIM primary
Cc1noc(C)c1CSCC(=O)N(C)CC(=O)Nc1ccccc1Br,4,-2.8,-1,1,2,-1,-3,-2,2
COc1ccc(C(=O)Nn2cnnc2)cc1,5,-0.2,7,4,1,0,1,-2,2

New compounds follow:
SMILES | GLD-1 TGE inh | MEX-5 binding | BCLXL inh | PAFAH1B2 inh | PME-1 inh | AHR activator | Fam108B counter | pPAFAH inh | MCL1 BIM primary
COc1ccc(CC(=O)NC(C)c2ccc3ccccc3c2)cc1 (stereo not given) | 4 | 2.3 | 4 | 7 | 0 | 0 | 1 | 7 | 8
O=C(COC(=O)c1ccco1)NC(c1ccccc1)c1ccccc1 | -5 | -0.4 | 1 | 3 | 2 | 5 | -3 | 2 | -4
COc1ccccc1N1CCN(C/C(C)=C/c2ccccc2)CC1 | 4 | -0.5 | -1 | 1 | 3 | -4 | 3 | 7 | 1
Cc1ccc(-n2[nH]c(C)c(C=Nc3ccc(S(=O)(=O)Nc4nccs4)cc3)c2=O)cc1 | 3 | 1.0 | 12 | · | 2 | 7 | 4 | 3 | 8
O=C(COC(=O)CNC(=O)c1ccccc1)Nc1ccc(Cl)cc1C(F)(F)F | 0 | 0.6 | 3 | 5 | 0 | 1 | -1 | 7 | -5
CC(Oc1cccc(Cl)c1)C(=O)Nc1ccc(S(=O)(=O)Nc2ncccn2)cc1 (stereo not given) | 7 | -0.2 | -4 | 1 | -5 | 14 | 1 | 6 | -11
CCc1n[nH]c(=O)c2cc3cc(OC)ccc3n12 | 4 | -1.2 | 6 | 4 | 6 | 4 | 2 | 1 | 9
O=C(NCCC1=CCCCC1)c1c(O)nc2sccn2c1=O | -12 | -1.0 | 0 | 2 | -11 | 0 | 0 | 3 | -2
COC(=O)c1cc(OC)c(OC)cc1NCC(=O)Nc1ccc(C)cc1 | 5 | -1.1 | 3 | -1 | -2 | 23 | -1 | 6 | 23
CCNC(=O)COc1cc(C)c(Cl)c(C)c1 | -3 | -1.6 | -1 | 7 | 3 | 7 | -4 | 0 | -2
CCCCn1c(N)c(N(CCOC)C(=O)CC(NC(=O)c2ccccc2)c2ccccc2)c(=O)[nH]c1=O (stereo not given) | 6 | -0.2 | 2 | -1 | -2 | 0 | 0 | 1 | -4
Cc1cc(C(=O)N2CCN(Cc3ccc4c(c3)OCO4)CC2)on1 | 0 | -0.1 | 7 | -3 | 5 | -2 | 0 | -1 | 8
COc1cccc(CNC(=O)Cn2c(=O)oc3cc(S(=O)(=O)N4CCCCC4)ccc32)c1 | 0 | 1.8 | -2 | 3 | -32 | 0 | -23 | -2 | 4
CN(C)CCCn1c(=O)n(Cc2ccccc2)c(=O)c2c3c(sc21)CCCCC3 | -46 | -2.2 | 0 | 0 | -5 | 0 | 12 | 6 | 4
Cc1ccc(OCC(O)CN2C(=O)NC(C)(C)C2=O)cc1C (stereo not given) | 5 | -1.3 | -2 | 3 | 0 | 6 | 0 | 3 | 2
COc1ccc(CNC(=O)CN(C(=O)Cn2nnc(-c3ccccc3F)n2)c2ccc(C)cc2)cc1 | 0 | 0.7 | 8 | 0 | -1 | -1 | -3 | 6 | -4
CCNCCNC(=O)c1c(O)c2c([nH]c1=O)CCCC2 | 0 | -0.6 | 1 | 5 | 5 | 2 | 0 | 0 | -2
CCN1N=C(C)C=C(c2ccccc2)n2c1nc1ccccc12 | -2 | 2.4 | 5 | 3 | 0 | 5 | -5 | -2 | 2
CCOC(=O)c1c(NC(=O)CSc2nnc3ccccn23)sc2c1CCC2 | 1 | -2.0 | 2 | 1 | 0 | 12 | 1 | 2 | 2
O=C(NCCN1C(=O)S/C(=C\c2ccc(Cl)c(Cl)c2)C1=O)C1COc2ccccc2O1 (stereo not given) | -3 | -1.3 | -3 | -4 | -8 | 5 | -14 | -5 | -10
Cc1ccc2nc(SCc3ccccc3)c(C=O)c(=O)n2c1 | 8 | 4.3 | 4 | 1 | 1 | 4 | 1 | 1 | 10
Cn1ncc2c(NNC(=O)c3ccc(Cl)c(Cl)c3)ncnc21 | 2 | -1.1 | -1 | 5 | 0 | 7 | 6 | 4 | -7
Cn1nc(C(=O)OCC(=O)Nc2ccc(SC(F)F)cc2)c2ccccc2c1=O | 0 | · | · | 1 | · | 2 | · | -15 | ·
Cc1ccc(N(Cc2ccccc2)C(=O)c2cccc(S(=O)(=O)N3CCN(C)CC3)c2)cc1 | -6 | 0.4 | -1 | 0 | 4 | -3 | 1 | -1 | -1
C=CCNC(=O)CN1c2cccc3cccc(c23)S1(=O)=O | -5 | 1.0 | 6 | 3 | 4 | 3 | 2 | 5 | -3
COc1ccc(CC(=O)Nc2cccc(-c3cn4ccccc4n3)c2)cc1 | -9 | 0.8 | 2 | 0 | -10 | -1 | 3 | -4 | -1
COc1ccccc1NC(=O)N1CCCC(C(=O)Nc2cccc(C)c2C)C1 (stereo not given) | -5 | -3.0 | -11 | 0 | 4 | 2 | -7 | -5 | -26
COc1cc(S(=O)(=O)NCc2ccccc2)ccc1-n1cnnn1 | 2 | -0.9 | 1 | 7 | 4 | 1 | -1 | -3 | 2
COc1ccc(S(=O)(=O)N2CCOC2CNC(=O)C(=O)NCCc2ccccc2)cc1OC (stereo not given) | 0 | -0.7 | 4 | 1 | 1 | 1 | 9 | 7 | 2
COc1ccc(OC)c(NC(=O)CC2C(=O)NCCN2C(=O)Nc2cccc(Cl)c2)c1 (stereo not given) | 6 | 0.4 | 2 | -2 | -7 | -4 | -1 | 0 | 2

Bioassay records: PubChem, several laboratories

Some of the compounds tested. The share of hits here may be higher or lower than overall.
